MCF10A rereplic = inducers of DNA re-replication in MCF 10A breast cells; 2.9% of 350,000 active; MCF 10A DNA re-replication, Hoechst nuclear intensity, 48 h; Potency, µM (doses to about 46.1 µM), without a hit: at the highest dose activity, positive = re-replication, most hits filed as activators; further: potency means the concentration at half of the fitted maximal effect; % of control where 0% means no effect; nearly all actives have a fitted effect of over 50% in size
S2 tox = reduces viability in counter-screen for ATXN expression inhibitors. Potency, µM (doses to about 56.7 µM), usual class: cytotoxic. S2 cells (HEK-293 line with an ATXN2-luciferase reporter) viability, CellTiter-Fluor protease fluorescence, 24 h. AID 651635. 0.49% of 400,000 active; further: potency means the concentration at half of the fitted maximal effect; nearly all actives have a fitted effect of over 40% in size
SW480 rerep = induces DNA re-replication in SW480 colon adenocarcinoma cells | 1.8% of 340,000 active | Potency, µM (titrated, usually from 46.1 µM), inactives show at the highest dose re-replication activation, hits mostly activators | SW480 DNA re-replication, Hoechst DNA content imaging, 48 h | AID 624297; further: potency means the concentration at half of the fitted maximal effect; % of control where 0% means no effect; nearly all actives have a fitted effect of over 55% in size
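Quantitative HTS format with DMSO vehicle controls; 48 hr drug incubation at 37 C, then 40 min Hoechst staining and scanning imager measurement at 405 nm excitation.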
ATXN2 expr inh = reduces ATXN2 reporter expression in HEK-293 cells; 0.72% of 360,000 active; Potency, µM (titrated, usually from 57 µM), without a hit: at the highest dose activity change, negative = inhibition, actives largely listed as inhibitors; AID 1745845; HEK-293 ATXN2-luciferase reporter, luminescence, 24 h; further: potency means the concentration at half of the fitted maximal effect; on the % scale 0 is the no-effect control and ±100 the full control effect; nearly all actives have a fitted effect of over 55% in size
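qHTS (up to 57 uM final) was run with 24 h compound exposure of reporter cells at 37 °C. Each well was multiplexed: SteadyGlo luminescence measured ATXN2-luciferase expression after a fluorogenic Gly-Phe-AFC viability readout (25 uM final).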
HT1080NT lethal = kills 2HG-producing HT-1080-NT fibrosarcoma cells. AID 686970. HT-1080-NT fibrosarcoma viability, CellTiter-Glo ATP luminescence, 48 h. Potency, µM (series often up to 46.1 µM), without a hit: top-dose activity, negative = less viability, hits mostly cytotoxic. 1.6% of 360,000 active;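 further: NT is the 2HG producing partner of a matched IDH1 knockdown line; potency means the concentration at half of the fitted maximal effect; 0% = DMSO-treated cells and -100% = media-only wells without cells; nearly all actives have a fitted effect of over 55% in size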
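HT-1080-NT; 750 cells/well; 5% FBS RPMI; 48 h compound, 37 degrees C; CellTiter-Glo luminescence; curve fitting and curve-class assignment.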
IL-1B inflam inh = inhibitors of inflammasome signaling (IL-1 beta secretion); THP-1 LPS/ATP IL-1B secretion, AlphaLISA, 16 h; stronger effect = lower value; activity change, % at 57.5 µM; 4.7% of 360,000 active; AID 743279; in the data active means activity change below about -50%; inconclusive means mostly about -30% to -49%; further: on the % scale 0 is the no-effect control and ±100 the full control effect
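THP-1 cells pretreated 1 hr with compounds (up to 57.5 uM final), then stimulated with LPS (250 ng/mL final) plus ATP (1.25 mM final); secreted IL-1B measured by AlphaLISA after 16 hr, decreased signal indicating inhibition.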
KB-V1 cytotox = KB-V1 MDR subline cytotoxicity. 3.4% of 400,000 active. KB-V1 MDR cells viability, CellTiter-Glo, 72 h. Potency, µM (titrated, usually from 46.1 µM), inactives show at the top dose activity change, negative = cytotoxicity, usual class: cytotoxic. AID 1347076; further: potency means the concentration at half of the fitted maximal effect; on the % scale 0 is the no-effect control and ±100 the full control effect; nearly all actives have a fitted effect of over 60% in size
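Luminescent ATP read-out (CellTiter-Glo, 10 min) measures survival of drug-selected KB-V1 MDR cells after 72 h, 37 degrees C compound exposure. Medium: phenol-red-free DMEM, 10% FBS. Values from fitted concentration-response curves.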
KB-3-1 tox = KB-3-1 parental cell cytotoxicity | KB-3-1 viability, CellTiter-Glo ATP luminescence, 72 h | 1.4% of 400,000 active | Potency, µM (series often up to 46.1 µM), without a hit: at the highest dose activity change, negative = cytotoxic, usual class: cytotoxic | AID 1347075; further: potency means the concentration at half of the fitted maximal effect; on the % scale 0 is the no-effect control and ±100 the full control effect; nearly all actives have a fitted effect of over 60% in size
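Parental KB-3-1 viability, qHTS format: 72 h compound exposure, 37 °C; CellTiter-Glo; media-only wells and DMSO plates as controls; concentration-effect fits on corrected data.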
HT1080 IDH1KD tx = kills HT-1080 cells with IDH1 knockdown | HT-1080 IDH1 knockdown viability, ATP luminescence, 48 h | Potency, µM (series often up to 46.1 µM), inactives show at the highest dose activity, negative = toxicity, usual class: cytotoxic | 2% of 360,000 active | AID 686971;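 further: potency means the concentration at half of the fitted maximal effect; 0% = DMSO wells and -100% = cell-free medium wells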
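CellTiter-Glo luminescence after 48 h compound exposure at 37 degrees C of IDH1-knockdown HT-1080 cells in 5% FBS RPMI. %Activity scaled between DMSO wells and cell-free media wells, with curves fitted and assigned curve classes.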
* marks the source's active call; other numbers are inactive results; i = inactive; ? = inconclusive; nt = not tested or not shown; & = joins results of further samples; [ ] = another dose, or the depositor's remark. Unless noted, the call rests on the fitted dose curve; in most records, active means well fitted curve in the direction sought with a large enough effect; inconclusive means small, poorly fitted or top-dose-only effect, or another doubt; inactive means no such curve, though single readings can be large; an effect the other way counts as inactive or inconclusive.

SMILES | MCF10A rereplic | S2 tox | SW480 rerep | ATXN2 expr inh | HT1080NT lethal | IL-1B inflam inh | KB-V1 cytotox | KB-3-1 tox | HT1080 IDH1KD tx
COc1ccc(-c2noc(CCC(=O)NCc3cccnc3)n2)cc1 | -1% | i | -6% | 4% | 5% | 2 | ? | -18% | 0%
COc1ccc(C(=O)Nc2nnc(CCc3ccccc3)s2)c(OC)c1 | 13% | i | 5% | -4% | -2% | -14 | -2% | 2% | ?
Cn1c2c(c(=O)n(C)c1=O)[C@@]1(C(=O)Nc3ccccc31)C(C#N)=C(N)O2 | -3% | i | 5% | nt | -4% | 0 | 1% | -9% | -3%
Cc1ccc(-c2ccnc3[nH]n(-c4ccccc4)c(=O)c23)cc1 | -7% | i | -4% | nt | 12% | -5 | 1% | -1% | 3%
CCOC(=O)c1c(-c2ccc(OC)cc2)csc1NC(=O)CCN1C(=O)c2ccccc2C1=O | -1% | i | -3% | -6% | 9% | -18 | 6% | 19% | 10%
CCN(CC)c1ccc(CNC23CN4CN(CN(C4)C2)C3)cc1 | 0% | ? | -3% | -36% | 2% | -13 | 0% | 14% | 4%
COc1cc(NC2c3ccccc3C(=O)N2Cc2ccccc2Cl)cc(OC)c1 (stereo not drawn) | 9% | i | ? | 0% | -12% | ? | 1% | 12% | 0%
CCn1cc(C(=O)OCC(=O)Nc2cc(OC)cc(OC)c2)c(=O)c2ccc(C)nc21 | nt | i | nt | 13% | nt | nt | -10% | -2% | nt
CCc1ccc(N(C(=O)c2csnn2)C(C(=O)NC(C)(C)CC)c2cccnc2)cc1 (stereo not drawn) | 0% | i | -1% | -4% | 2% | 11 | -5% | -1% | 4%
COc1ccc(-n2ccnc(SCC(=O)NC3CCCCC3)c2=O)cc1 | 0% | i | 28% | -18% | -4% | -16 | -27% | -20% | -8%
CC(=O)c1cc(-c2ccccc2)n(CC(=O)Nc2ccc(C)c(C)c2)c1C | 23µM* | i | 4% | 11% | ? | -9 | -3%&-6% | 6%&-3% | -30%
O=C(Nc1nnc(N2CCCCCC2)s1)Nc1cc(F)ccc1F | nt | i | nt | 12% | nt | nt | 2% | 5% | nt
CCOC(=O)C1CCCCN1Cc1ccc(F)cc1 (stereo not drawn) | -1% | i | -5% | 1% | 6% | -6 | 8% | 2% | 1%
COc1ccccc1CCC(=O)Nc1ncc(C)s1 | ? | i | ? | 36% | -15% | 0 | 23µM* | ? | -2%
C[C@H](CO)N1C[C@H](C)[C@@H](CN(C)S(C)(=O)=O)Oc2ccc(NS(=O)(=O)c3cn(C)cn3)cc2C1=O | 8% | i | -2% | 3% | 7% | 17 | 12% | ? | 9%
O=S(=O)(Nc1ccc(O)c2ccccc12)c1ccc(OC(F)(F)F)cc1 | ? | ? | -64%[inhibitor] | ? | 23µM* | -70* | -15% | -1% | 21µM*
O=S(=O)(Nc1cccnc1)c1ccc(C2CCCCC2)cc1 | 2% | i | -8% | -10% | -21% | 24 | -10% | -7% | ?
N#Cc1cc2c(=O)n3ccccc3nc2n(-c2nnc(SCc3ccc(F)cc3)s2)c1=O | nt | i | nt | -2% | nt | nt | 7% | 0% | nt
CC(C)(CO)N=Cc1c(O)[nH]c2ccccc12 | 0% | i | 4% | 1% | -2% | 3 | 7% | 3% | -9%
COc1ccc(C(=O)NC(=S)NNC(=O)c2ccc(C)cc2)cc1 | 9% | ? | -1% | -34% | ? | 32 | -18% | ? | ?
C/C=C(/CCC1NCCc2c1[nH]c1ccccc21)[Si](C)(C)C (stereo not drawn) | ? | ? | ? | ? | ? | -99* | 12µM* | 18µM* | ?
O=C(Cc1ccccc1)Nc1ccccc1N1CCOCC1 | 3% | i | -7% | -4% | 0% | 16 | -5% | -3% | 0%
CN(C)CC/C=C1/c2ccc(F)cc2Sc2ccc(Cl)cc21 | -7% | ? | -6% | ? | 21µM* | -85* | -21% | -4% | 18µM*
Cc1ccc(S(=O)(=O)c2nnn3c2nc(NC(C)C)c2cc(Cl)ccc23)cc1C | nt | i | nt | -3% | nt | nt | 7% | 9% | nt
C=CCNC(=S)Nc1ccc(C(N)=O)cc1 | -3% | nt | -2% | -18% | 12% | -1 | ? | -1% | 13%

3 entries already listed, ordered by count of non-hydrogen atoms, ascending.
SMILES | MCF10A rereplic | S2 tox | SW480 rerep | ATXN2 expr inh | HT1080NT lethal | IL-1B inflam inh | KB-V1 cytotox | KB-3-1 tox | HT1080 IDH1KD tx
C=CCNC(=S)Nc1ccc(C(N)=O)cc1 | -3% | nt | -2% | -18% | 12% | -1 | ? | -1% | 13%
Cc1ccc(-c2ccnc3[nH]n(-c4ccccc4)c(=O)c23)cc1 | -7% | i | -4% | nt | 12% | -5 | 1% | -1% | 3%
Cc1ccc(S(=O)(=O)c2nnn3c2nc(NC(C)C)c2cc(Cl)ccc23)cc1C | nt | i | nt | -3% | nt | nt | 7% | 9% | nt

Among those listed so far, these have an NH in an aromatic ring.
SMILES | MCF10A rereplic | S2 tox | SW480 rerep | ATXN2 expr inh | HT1080NT lethal | IL-1B inflam inh | KB-V1 cytotox | KB-3-1 tox | HT1080 IDH1KD tx
Cc1ccc(-c2ccnc3[nH]n(-c4ccccc4)c(=O)c23)cc1 | -7% | i | -4% | nt | 12% | -5 | 1% | -1% | 3%
CC(C)(CO)N=Cc1c(O)[nH]c2ccccc12 | 0% | i | 4% | 1% | -2% | 3 | 7% | 3% | -9%
C/C=C(/CCC1NCCc2c1[nH]c1ccccc21)[Si](C)(C)C (stereo not drawn) | ? | ? | ? | ? | ? | -99* | 12µM* | 18µM* | ?

(cont.)
SMILES | MCF10A rereplic | S2 tox | SW480 rerep | ATXN2 expr inh | HT1080NT lethal | IL-1B inflam inh | KB-V1 cytotox | KB-3-1 tox | HT1080 IDH1KD tx
CCc1nc2ccc(C(=O)Nc3ccc4c(c3)OCC(=O)N4)cn2c1N(C)Cc1nccn1C | nt | i | nt | 10% | 17% | -24 | 4% | 0% | 12%
Cc1ccc(C(=O)NCC(=O)NCCCc2ccccc2)s1 | -2% | i | -15% | 2% | 10% | 5 | 1% | 6% | -3%
CC1(C(=O)NS(=O)(=O)c2ccc(F)cc2F)CCN1C(=O)CC(c1ccccc1)c1ccccc1 (stereo not drawn) | nt | i | nt | 13% | -14% | 26 | 5% | 0% | 5%
Cc1cc(C)nc(SC(C)C(=O)Nc2ccc(S(N)(=O)=O)cc2)n1 (stereo not drawn) | 0% | i | 2% | -1% | -7% | -9 | 0% | 18% | -3%
O=C(c1c[nH]c2ccccc12)N1CCN(c2ccccc2)CC1 | 3% | i | -1% | 17% | -3% | ? | -20% | -9% | -4%
CCCCOCCCNC(=O)CC(C)c1ccccc1 (stereo not drawn) | -6% | i | 6% | 3% | 8% | 6 | 4% | 13% | 14%
CCCOc1ccc(S(=O)(=O)n2cc(Br)c(=O)[nH]c2=O)cc1 | 9% | i | 3% | -7% | 3% | 17 | -15% | -5% | 9%
CCC1=C/C(=C/N(C)c2ccccc2)C(=O)S1 | ? | i | ? | 8% | -2% | -6 | -41% | -1% | -5%
COc1ccc(S(=O)(=O)N2CCc3ccccc32)cc1NC(C)=O | 8.2µM* | i | ? | -24% | 9.2µM* | 20 | ? | 23µM* | ?
Cc1ccnc(NC(c2ccccc2F)c2ccc3cccnc3c2O)c1 (stereo not drawn) | nt | i | nt | ? | nt | nt | -27% | ? | nt
CC1=CC(C2CC(=O)N(c3ccccc3C)C2=O)CC2C(=O)N(c3ccccc3C)C(=O)C12 (stereo not drawn) | -1% | i | -8% | 8% | 6% | 27 | -12% | 14% | 8%
CC(C)[C@H](NC(=O)c1ccccc1F)C(=O)Nc1cccc(S(=O)(=O)N2CCOCC2)c1 | nt | i | nt | nt | 2% | 13 | -24% | -6% | 0%
CC(C)NC(=O)N(C)C[C@@H]1Oc2ccc(NC(=O)CCN3CCOCC3)cc2CC(=O)N([C@@H](C)CO)C[C@@H]1C | -11% | i | 4% | 4% | -2% | -3 | -11% | 4% | -12%
CCOc1ccc(NC(=S)c2ccncc2)cc1 | -74%[inhibitor] | i | -124% | 5% | ? | -22 | 21µM* | 23µM* | 4%
CC(C)(C)c1ccc(C(=O)Nc2cccnc2)cc1 | 9% | ? | 4% | -9% | 17% | -15 | -6% | 6% | -6%
CN(C)/C=C(/C(=O)c1ccc(Cl)cc1)S(C)(=O)=O | -3% | i | 0% | -19% | -2% | -4 | -4% | -3% | 2%
COc1cccc(C2NC(=S)NC3=C2CCc2ccccc23)c1 (stereo not drawn) | -2% | i | -172%[inhibitor] | -15% | -1% | 9 | -17% | -8% | 2%
COc1ccc(C2Nc3ccccc3-c3nnc(SC)nc3O2)cc1C (stereo not drawn) | nt | i | nt | 13% | nt | nt | 21% | 25% | nt
COc1ccc(-c2nc3c(C)cc(Br)cn3c2Cc2ccc(C)cc2)cc1OC | nt | i | nt | 4% | ? | 0 | ? | ? | ?
CC1(C)CC(=O)C=C(Nc2ccc([N+](=O)[O-])cc2)C1 | -14% | i | -3% | 4% | -1% | 20 | -17% | -6% | -13%
COc1ccccc1NC(=O)N1CCCC1C(=O)NCCc1ccccc1 (stereo not drawn) | -1% | ? | 0% | nt | 14% | -2 | 18% | 2% | 12%
Cc1nc(C)c(NC(=O)N2CCc3ccccc32)cc1NC(=O)N1CCc2ccccc21 | 6% | i | -5% | 23% | -6% | 17 | -3% | -5% | -13%
COc1ncc(-c2ccc(N3C(c4ccc([N+](=O)[O-])cc4)=Cc4ccccc4C3CC(C)=O)cc2)cn1 (stereo not drawn) | nt | i | nt | 1% | 5% | 8 | -4% | 1% | 12%
CCC(C)(C)c1nnc(NC(=O)CCC2CCCCC2)s1 | -3% | i | 2% | -11% | 9% | 0 | -8% | 2% | 4%
